Rab9 promoter act – Rab9 promoter activation; Huh7 Rab9 promoter-luciferase reporter, luminescence, 24 h; Potency, µM (doses to about 9.22 µM), for inactives: top-dose activation, negative = inhibition, actives largely listed as activators; hit rate 2.8% among 320,000; AID 485297; also: % of control where 0% means no effect; nearly all actives have a fitted effect of over 60% in size
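Huh7 reporter line, Rab9 promoter upstream of luciferase. Compound exposure 24 h at 37 °C in reduced-serum medium with 10% FBS. Read-out: luminescence.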
MLL CXXC-DNA inh – inhibitors of human MLL CXXC domain-DNA interaction | Q03164 | MLL-CXXC / FITC-HOXA9 DNA fluorescence polarization | Potency, µM (doses to about 115 µM), for the others: at the top dose activity change, negative = inhibition, most hits filed as inhibitors | hit rate 0.037% among 290,000 | AID 2662; active = well fitted inhibition curve with a large enough effect in the polarisation, with a control signal flat, not every such curve was filed as active; inconclusive = small, poorly fitted or top-dose-only effect, or effect the other way, or a change in a side signal; inactive = no such curve, though single readings can be large or run the other way; the % refers to the polarisation
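Steps: dispense CXXC domain solution (7 uM) → pin compounds or unlabeled HOX-A9 DNA control → 5 min ambient → add FLSN-HOX-A9 solution (50 nM) → spin → 30 min ambient → fluorescence polarization. Tris pH 7.5/NaCl/DTT/BSA buffer.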
p53 reactivator – re-activators of mutant p53 | Potency, µM (doses to about 92.2 µM), for the others: at the top dose activity change, positive = activation, usual class: activators | hit rate 0.063% among 320,000 | AID 504706 | H1299 p53-A138V BP100-luciferase reporter, luminescence, 24 h; also: % of control where 0% means no effect; nearly all actives have a fitted effect of over 45% in size
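p53-null H1299 cells stably carrying temperature-sensitive p53-A138V and a BP100-luciferase reporter were pinned with compounds (4-point, 1:5 series) and held 24 hrs at 37 deg C. Luminescence was read 10 min after detection reagent.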
MBNL1 CUG block – MBNL1-poly(CUG) RNA binding inhibition; Q9NR56; TR-FRET MBNL1-His/biotin-(CUG)12 binding, 665/545 ratio; Potency, µM (doses to about 57.5 µM), inactives show at the top dose activity change, negative = inhibition, actives largely listed as inhibitors; hit rate 0.036% among 280,000; AID 2675; active = well fitted inhibition curve with a large enough effect in the signal ratio, with a control signal flat, not every such curve was filed as active; inconclusive = small, poorly fitted or top-dose-only effect, or effect the other way, or a change in a side signal; inactive = no such curve, though single readings can be large or run the other way; the % refers to the signal ratio; also: % is scaled to controls: 0 for no effect and ±100 for the full control effect
Target sequence (Q9NR56 whole entry, looked up): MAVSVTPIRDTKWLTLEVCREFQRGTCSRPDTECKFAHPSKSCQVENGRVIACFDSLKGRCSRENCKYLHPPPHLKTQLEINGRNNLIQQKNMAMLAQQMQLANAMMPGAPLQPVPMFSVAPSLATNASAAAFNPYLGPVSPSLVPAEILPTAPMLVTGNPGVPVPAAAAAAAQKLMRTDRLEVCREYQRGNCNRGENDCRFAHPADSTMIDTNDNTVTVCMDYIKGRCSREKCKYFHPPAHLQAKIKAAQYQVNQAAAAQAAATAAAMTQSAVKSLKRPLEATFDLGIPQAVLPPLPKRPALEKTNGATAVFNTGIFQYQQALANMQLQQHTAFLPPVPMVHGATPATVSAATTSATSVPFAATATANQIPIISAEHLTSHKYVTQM
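MBNL1-His + Biotin-(CUG)12, cpd titration 92 nM–58 uM; Tb anti-His Ab 0.055 ng/ul, SA-XL665 5 nM (final); 60 min RT; ratiometric 665/545 nm, Ex 340 nm; normalized to buffer and full-complex controls.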
Gal4-VP16 FLuc – counter-screen for ROR gamma inhibitors: Gal4-VP16 reporter. Drosophila S2 Gal4-VP16 UAS-luciferase, luminescence, 20 h. Potency, µM (top dose mostly 53.6 µM), for inactives: at the highest dose activity, negative = inhibition, most hits filed as inhibitors. hit rate 3.5% among 310,000. AID 2546;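 also: Gal4-VP16 expression switched on by copper sulfate through the metallothionein promoter; % is scaled to controls: 0 for no effect and ±100 for the full control effect; nearly all actives have a fitted effect of over 50% in size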
uPA surface inh – cell surface uPA generation inhibition; AID 540303; hit rate 0.31% among 330,000; cell surface uPA generation assay, qHTS; Potency, µM (titrated, usually from 38.3 µM), for inactives: at the top dose activity change, negative = inhibition, actives largely listed as inhibitors; active = well fitted inhibition curve with a large enough effect; inconclusive = small, poorly fitted or top-dose-only effect; inactive = no such curve, though single readings can be large or run the other way; tested in mouse RAW 264.7 cells; also: % is scaled to controls: 0 for no effect and ±100 for the full control effect; nearly all actives have a fitted effect of over 55% in size
FLuc counter – counter-screen for miR-21 project: firefly luciferase inhibitors or activators | P08659 | purified FLuc, Km substrates, luminescence inhibition | Potency, µM (titrated, usually from 57.5 µM), for the others: top-dose activity change, negative = inhibition, most hits filed as inhibitors | hit rate 6.9% among 360,000;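 also: plate controls were vehicle for no effect and reference inhibitor for full effect; nearly all actives have a fitted effect of over 55% in size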
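Biochemical qHTS of compounds, final roughly 60 µM downward over six points, against 10 nM purified firefly luciferase using Km concentrations of substrates (10 uM D-luciferin, 10 uM ATP) in Tris acetate pH 7.5 buffer; luminescence output.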
NPC1 promoter act – activates the NPC1 promoter. Huh7 NPC1 promoter luciferase reporter, 24 h. Potency, µM (doses to about 9.22 µM), without a hit: top-dose activation, hits mostly activators. hit rate 2.4% among 320,000. AID 485313;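 also: % of control where 0% means no effect; nearly all actives have a fitted effect of over 60% in size; reporter is driven by a mutant NPC1 promoter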
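NPC1 promoter–luciferase Huh7 cells; 24 h compound; luminescence.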
BRCA1 expr act – increases BRCA1 expression; MCF7-BRCA1-FFLuc reporter, luminescence, 48 h; response scale: scaled: vehicle 0%, 10 µM genistein 100%; Potency, µM (series often up to 46.1 µM), for the others: at the top dose activation, hits mostly activators; hit rate 1.1% among 380,000; also: nearly all actives have a fitted effect of over 80% in size; some results filed as inactive show a strong effect at the top dose
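Compounds are tested at multiple concentrations on MCF7 BRCA1-luciferase reporter cells seeded at 2000 per well; after 48 h, a single luminescence end-point is taken and curves fitted to the normalized data.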
RORg inh – blocks mouse ROR gamma transcriptional activity; P51450; Drosophila S2 Gal4-RORgamma UAS-luciferase reporter, 20 h; Potency, µM (series often up to 53.6 µM), for the others: top-dose activity change, negative = inhibition, hits mostly inhibitors; hit rate 5.4% among 310,000; AID 2551; also: % is scaled to controls: 0 for no effect and ±100 for the full control effect; nearly all actives have a fitted effect of over 60% in size
Target sequence (P51450 whole entry, looked up, the tested form may be a part): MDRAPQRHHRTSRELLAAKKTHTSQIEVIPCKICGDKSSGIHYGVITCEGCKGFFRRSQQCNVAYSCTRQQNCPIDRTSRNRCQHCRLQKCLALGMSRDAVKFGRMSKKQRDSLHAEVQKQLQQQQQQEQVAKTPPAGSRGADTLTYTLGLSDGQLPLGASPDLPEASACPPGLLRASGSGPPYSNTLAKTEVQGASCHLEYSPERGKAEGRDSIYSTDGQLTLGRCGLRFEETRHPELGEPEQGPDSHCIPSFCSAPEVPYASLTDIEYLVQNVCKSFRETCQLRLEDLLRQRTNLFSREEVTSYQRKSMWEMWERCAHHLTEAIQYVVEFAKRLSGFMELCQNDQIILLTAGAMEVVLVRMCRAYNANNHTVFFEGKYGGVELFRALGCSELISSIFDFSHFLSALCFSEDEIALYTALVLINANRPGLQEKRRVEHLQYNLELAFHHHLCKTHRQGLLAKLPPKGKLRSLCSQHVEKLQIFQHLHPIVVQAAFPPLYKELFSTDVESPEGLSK
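Using a luciferase readout, inhibitors were identified by reduced reporter activity in Drosophila cells coexpressing a copper-inducible Gal4–ROR gamma fusion and UAS-driven Photinus luciferase, incubated 20 hr after 700 uM copper sulfate.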
ELG1 genotoxic – inducers of genotoxicity in HEK293T ELG1-luciferase cells; HEK293T ELG1-luciferase reporter, luminescence, 16 h; hit rate 1.3% among 330,000; Potency, µM (top dose mostly 46 µM), for inactives: at the top dose activity change, positive = activation, usual class: activators; also: % of control where 0% means no effect; nearly all actives have a fitted effect of over 60% in size
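Luminescence read-out: rising ELG1-luciferase signal, reflecting elevated ELG1 protein under genetic stress, flags genotoxic compounds. Cells were treated for 16 hr at 37 °C before ONE-Glo detection.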
* hit, by the source's call; u = inconclusive; x = not tested or not shown; [ ] = dose if it differs, or a comment. Unless noted, calls follow the shape of the dose curve; as a rule, active = well fitted curve in the direction sought with a large enough effect; inconclusive = small, poorly fitted or top-dose-only effect, or another doubt; inactive = no such curve, though single readings can be large; an effect the other way counts as inactive or inconclusive. Potency is read from the fitted curve at half-maximal effect.

SMILES | Rab9 promoter act | MLL CXXC-DNA inh | p53 reactivator | MBNL1 CUG block | Gal4-VP16 FLuc | uPA surface inh | FLuc counter | NPC1 promoter act | BRCA1 expr act | RORg inh | ELG1 genotoxic
Cc1c(NC(=S)NC(=O)CSc2ccc(Cl)cc2)cccc1C(=O)O | 0.1% | -0.9% | 6.3% | 7.6% | 15.8% | 4.9% | -1.1% | 2.2% | 21.9% | -21.4% | 1.5%
CSc1nnc(Cn2c(=O)sc3ccccc32)n1-c1ccccc1 | 3.3% | -0.3% | -6.1% | -13.4% | 8.1% | -2.2% | 1.0% | -0.8% | 3.4% | 21.1% | -3.6%
CC(=O)N1CCc2cc(S(=O)(=O)CCC(=O)N3CCC(C)CC3)ccc21 | -4.1% | -3.9% | 0.8% | -5.4% | -6.8% | 0.0% | -1.4% | -1.1% | 2.8% | -2.6% | 2.3%
CN1CCCC(C#CC(O)(c2ccccc2)c2ccccc2)C1 (stereo not drawn) | 0.8% | 5.5% | 1.7% | 9.4% | -5.9% | 1.7% | 4.3% | -4.1% | -14.3% | -1.4% | -0.3%
Cc1ccc(Cl)cc1N1CCN(S(=O)(=O)c2c(C)[nH]c(=O)[nH]c2=O)CC1 | 0.4% | 4.9% | -2.1% | 3.0% | -4.9% | 1.8% | -1.5% | -1.4% | -19.8% | -24.8% | -1.5%
O=C(NCCOc1ccccc1)c1n[nH]c(=O)c2ccccc12 | 1.8% | 18.6% | 19.3% | 10.6% | 7.1% | x | -4.4% | 1.0% | 27.1% | 49.9% | 3.5%
CCCN(CC(=O)Nc1cc(Cl)ccc1Cl)C(=O)c1ccccc1SCC(=O)N1CCCC1 | 5.4% | x | -7.3% | x | x | -1.3% | 1.2% | 6.7% | -23.8% | x | 1.0%
CCN(CC)S(=O)(=O)c1ccc(C)c(NC(=O)COC(=O)[C@@H]2CCCN2C(=O)c2cccs2)c1 | -0.7% | -0.3% | -2.6% | 0.1% | -13.1% | -0.6% | 5.9% | -0.9% | 1.9% | 22.5% | 0.1%
Cc1cc(Nc2ccccc2)nc(N2CCN(C(=O)c3ccc4c(c3)OCO4)CC2)n1 | -1.7% | x | -1.7% | x | x | 0.5% | 0.1% | -0.1% | -10.0% | x | -4.4%
CCOc1cc(N2CCOCC2)c(OCC)cc1NC(=O)Cc1ccc(OC)c(OC)c1 | 0.4% | 10.1% | -5.3% | -9.2% | -22.8% | 7.6% | -1.1% | -5.4% | -3.1% | 35.7% | -4.0%
Cc1ccc2c(c1)C(=NC1CCCCC1)c1cc3ccccc3nc1-2 | u | 7.7% | u | x | 6.0% | 7.3% | 15.1µM* | 10.7% | -17.9% | -16.3% | u
CCOCCCn1cc(C(=O)c2cc(Br)ccc2O)cc(C#N)c1=O | -1.1% | 0.3% | 3.6% | 4.6% | -2.0%[10 µM] | -7.6% | -17.6% | -0.5% | -0.1% | 32.8% | -8.3%
Cc1cc(=O)oc2c(C)c(OCC(=O)NCCc3ccc(S(N)(=O)=O)cc3)ccc12 | 0.2% | 35.1%[activator] | 0.8% | 0.1% | -10.8% | -0.7% | -2.2% | 3.0% | 4.0% | -3.6% | -1.6%
O=[N+]([O-])c1ccc(S(=O)(=O)N/N=C/c2ccco2)cc1 | 2.6% | 3.1% | 4.5% | u | -1.0% | 3.8% | -1.4% | -5.5% | 2.5% | 6.4% | 0.0%
CC(=O)NS(=O)(=O)c1ccc(N=c2ssc3c2-c2cc(C)ccc2NC3(C)C)cc1 | -1.1% | 5.9% | -5.4% | u | 24.8% | -2.5% | -0.1% | -1.1% | -31.4% | 23.9% | -1.2%
Cc1nc(C(=O)NNC(=O)c2cccc(Cl)c2)c(C(F)(F)F)o1 | 0.2% | -8.3% | 0.7% | 9.7% | -75.4% | 0.3% | 5.2% | -2.7% | -34.1% | 8.91µM* | 0.2%
CCOc1cc(C(=O)N(CC)CC(=O)Nc2c(F)cccc2F)ccc1OCC(=O)N1CCOCC1 | 3.0% | x | -3.2% | x | x | 7.4% | 8.1% | -2.1% | -8.0% | x | 0.3%
CCN1CCN(c2ccc(S(=O)(=O)N3CCCCC3)cc2NC(=O)COc2ccc(Cl)c(C)c2)CC1 | 1.4% | 9.3% | 10.8% | 24.0% | -26.8% | 4.5% | -1.1% | 0.3% | -16.0% | 0.1µM* | -19.4%
O=C(NC1CCCCC1)C(c1ccccn1)N(C(=O)c1csnn1)C1CCCCC1 (stereo not drawn) | -1.3% | 3.7% | -1.6% | 2.0% | 27.6% | 2.3% | -0.8% | -4.4% | -16.8% | -17.4% | 1.2%
O=C(O)CCn1c(=O)c2ccccc2c2ccccc2c1=O | 1.3% | -2.1% | -8.5% | -4.1% | -4.6% | 3.1% | -1.4% | -3.3% | -17.9% | -0.7% | -2.6%
Cc1ccc2c(C)ccc(O)c2n1 | 7.2% | u | -2.4% | 21.1% | u | -4.9% | -1.3% | 7.5% | 0.0% | 11.2µM* | 15.3%
COc1ccccc1NC(=S)N1CCN(Cc2ccc3c(c2)OCO3)CC1 | -4.0% | 10.5% | 5.1% | x | -2.9% | -1.0% | -1.8% | -0.2% | -3.0% | -38.0% | -0.9%
COc1ccc(N=Cc2ccc[nH]2)cc1 | -3.5% | 3.4% | 0.9% | -6.2% | 0.6% | u | 9.53µM* | 1.7% | 19.3% | -1.0% | 17.8%
CCC1SC2=NC(C)=C(C(=O)OCCOC)C(/C=C/c3ccccc3OC)N2C1=O (stereo not drawn) | -3.8% | -2.9% | 1.8% | u | -8.2% | -2.6% | -6.7% | 2.4% | 0.0% | 11.5% | -2.4%
CCCCc1ccc(N2C(=O)[C@@H]3C(CC(N)=O)NC4(C(=O)Nc5ccc(F)cc54)[C@@H]3C2=O)cc1 (stereo partly drawn) | -25.3% | -3.5% | -8.4% | -1.4% | 1.1% | x | 0.0% | 0.7% | -7.1% | -26.1% | -2.7%
Cc1ccc(OCC(=O)NCc2ccccn2)cc1 | 5.0% | -4.6% | 1.9% | -6.0% | 2.2% | 4.9% | -0.7% | -0.8% | -9.3% | 20.5% | 2.9%
NC(=O)[C@@H]1CC2(CC(c3cccc(NC(=O)COc4ccc(Cl)cc4)c3)=NO2)CN1C(=O)COc1ccc(Cl)cc1 (stereo partly drawn) | -18.0% | 19.5% | 0.6% | 3.2% | -11.5% | u | 12µM* | -9.1% | -51.4% | 37.7% | -15.2%
Nc1ccc(Sc2cc(Cl)nc(N)n2)cc1 | 3.9% | 12.2% | -0.1% | -7.4% | -1.1% | x | u | -1.1% | x | 88.1% | 13.8%
CNc1ccc(OC)cc1-n1cnc(-c2ccc([N+](=O)[O-])cc2)c1 | 9.1% | 8.9% | -17.5% | u | -3.3% | -2.1% | -5.0% | 2.9% | -14.8% | -24.3% | u
Cc1cc(C)c(NC(=S)NC(CO)(CO)CO)c(C)c1 | -3.5% | 9.3% | -3.8% | -6.1% | -0.5% | 3.5% | 0.6% | -3.4% | 12.6% | 23.5% | -2.0%
CNS(=O)(=O)c1cc(NC(=O)c2cnc(SC)n2-c2ccccc2)ccc1C | 2.0% | 0.6% | -3.9% | -3.9% | -5.1% | -6.3% | 1.2% | -2.5% | -23.9% | u | 4.5%
Clc1cccc(CSc2nnc([C@@H]3CCCN3)o2)c1 | -1.8% | 10.9% | -2.9% | -10.2% | 18.8% | -2.1% | 0.1% | -0.5% | 1.0% | 34.6% | 3.5%
COc1ccc(-c2nc(CSCC(=O)NC3CCCC3)c(C)o2)cc1OC | -3.9% | 4.7% | -7.0% | -2.0% | 0.0% | -5.3% | 0.9% | -1.1% | -5.1% | -15.1% | -2.9%
COc1ccccc1C(=O)NCCC(=O)NC(C)CCc1ccccc1 (stereo not drawn) | -2.9% | x | -1.0% | x | x | 15.0% | 4.2% | -3.4% | -2.8% | x | -1.2%
CC1(C)C(=O)OC(c2cccn2-c2cccc([N+](=O)[O-])c2)C2(CCCCC2)C1=O (stereo not drawn) | 0.0% | 1.9% | 14.6% | u | u | x | 2.1% | 0.7% | x | u | -3.9%
Cc1cc(S(=O)(=O)N2CCN(CC(=O)NC(C)(C#N)C3CC3)CC2)ccc1Br (stereo not drawn) | -11.4% | x | -6.3% | x | x | -2.2% | -0.8% | -6.7% | -20.1% | x | -0.5%

Assay outcomes deposited in PubChem by National Center for Advancing Translational Sciences (NCATS).

A portion of the library; rates above refer to the full screens.
